14-3-3 PPI = modulators of 14-3-3 gamma protein binding, primary screen, biochemical, fluorescence polarization | 160,000 tested, 0.19% active | FP, 14-3-3gamma / TMR-pS259-Raf peptide binding | inhibition, % at 40 µM | 14-3-3 protein gamma (Homo sapiens), P61981; in the data active means inhibition above about 30%;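 further: 0% = protein plus tracer without compound and 100% = blank with tracer alone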
Target sequence (P61981 whole entry, looked up): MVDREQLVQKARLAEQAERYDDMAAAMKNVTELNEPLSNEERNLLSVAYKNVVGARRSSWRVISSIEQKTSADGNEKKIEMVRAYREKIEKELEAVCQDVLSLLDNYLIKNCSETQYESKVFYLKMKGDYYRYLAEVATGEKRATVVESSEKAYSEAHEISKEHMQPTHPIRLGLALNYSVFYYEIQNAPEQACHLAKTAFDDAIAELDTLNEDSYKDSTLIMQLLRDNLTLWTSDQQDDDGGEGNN
Active calls of the source: *; & = joins results of further samples. These rows are one share of the data, so the mix of outcomes need not match the whole.

SMILES | 14-3-3 PPI
CC(=O)N1CCc2cc(S(=O)(=O)N3CCc4ccccc4C3)ccc21 | -2&-9
CCOC(=O)c1c(NC(=O)c2cc3n(n2)C(C(F)(F)F)CC(c2ccc(OC)cc2)N3)sc2c1CCCC2 (stereo unspecified) | 0
CCCS(=O)(=O)N1CCC(C(=O)N2CCN(Cc3ccccc3)CC2)CC1 | -2
CC1CCC(N2C(=O)c3ccccc3C2C(=O)NC2CCCCC2)CC1 (stereo unspecified) | 1
Cc1cccc(-n2ncc3c(N(C)C4CCCCC4)ncnc32)c1 | -7&-12
Cc1cc2c(=O)n(CC(=O)NCC(=O)N3CCCC3)cnc2s1 | 3
CCOCCCNS(=O)(=O)c1ccc2c(c1)CCN2C(C)=O | -7&-7
O=C(CCS(=O)(=O)c1cccc2nonc12)Nc1ccccc1Cl | 7
COc1cc(C(=O)Nc2cccc(-c3nc4cc(C)ccc4o3)c2C)cc(OC)c1OC | -6&-18
O=S(=O)(Nc1ccc2oc(-c3ccccc3)cc2c1)c1ccccc1 | -4
Cc1ccc(NC(=O)C2CCN(S(=O)(=O)c3cccnc3)CC2)cc1C | -2
CCOC(=O)c1ccc2c(c1)C(=O)N(c1ccc(Oc3ccccc3)cc1)C2=O | -4
O=C1C(=O)N(CCN2CCOCC2)C(c2ccco2)/C1=C(\O)c1ccc(S(=O)(=O)N2CCOCC2)cc1 (stereo unspecified) | -12
CCOc1ccc(NC(=O)c2c(N)sc3c2CCC(C)C3)cc1 (stereo unspecified) | -19
CCc1ccc(CCC(=O)Nc2sc3c(c2C#N)CCCC3)o1 | -15
Cc1cc(C(=O)N2CC(C)CC(C)C2)n(-c2ccccc2)n1 (stereo unspecified) | -4
Cc1cc(C)c(S(=O)(=O)NCCCN2CCOCC2)cc1Br | 4
CCOC(=O)c1ccc(N=C2SC(C(=O)Nc3ccccc3Cl)CC(=O)N2C)cc1 (stereo unspecified) | 4
Cn1c2ccccc2c2c(C(=O)N3CCN(c4ccccc4)CC3)cn(C3CCCC3)c(=O)c21 | -4&-4
COc1ccc(CC(=O)Nc2sc3c(c2C(=O)Nc2ccccc2OC)CCC3)cc1 | -39
CCN(CC)c1ccc2cc(-c3nnc(Nc4cc([N+](=O)[O-])ccc4F)s3)c(=O)oc2c1 | -6
COc1cc2c(cc1NS(=O)(=O)c1ccccc1)oc1ccccc12 | -8
CCC(=O)N1c2ccc(S(=O)(=O)CCC(=O)Nc3nc4ccc(OC)cc4s3)cc2CC1C (stereo unspecified) | -14
CCCCNC(=O)CNC(=O)c1cccs1 | 1
CCn1c(=S)[nH]c2scc(-c3ccc(OC)cc3)c2c1=O | -29
Cc1cccc(C)c1NC(=O)c1cc(S(=O)(=O)N2CCc3ccccc3C2)ccc1F | -1
COC(=O)c1cc2ccsc2n1CC(=O)Nc1cc(Cl)ccc1OC | -10
CCC(=O)n1nc(-c2ccco2)nc1N | -5
O=C(Nc1cccc(F)c1)C1CC(=O)N(c2ccc(Br)cc2)C1 (stereo unspecified) | -7
CCCCN(C)CCNC(=O)Cn1ncc2c(=O)oc3ccc(C)cc3c21 | -1
CN1CCN(CCCC(=O)c2ccc(F)cc2)CC1 | -1
COc1cccc(Nc2ncc(C(=O)O)c3ccccc23)c1 | 3
O=C(Nc1ccccc1Br)c1ccccc1 | 3
O=C(CSCc1ccco1)c1cccs1 | -5
Cc1cc(C)cc(-n2ccnc2SCC(=O)Nc2ccc(C)c(Cl)c2)c1 | -10
CC1=C(C(=O)OCc2ccc3c(c2)OCO3)C(c2cc3c(cc2Br)OCO3)NC(=O)N1 (stereo unspecified) | 25
O=C(c1ccc(SCc2cccc(Br)c2)c([N+](=O)[O-])c1)N1CCN(c2ccccn2)CC1 | 2
COC(=O)C1=C(C)NC2=C(C(=O)CC(c3ccccc3)C2)C1c1ccc(OCc2ccccc2)cc1 (stereo unspecified) | 23
COc1ccc(CC(=O)N2CC(=O)Nc3ccc(F)cc3C2c2ccccc2)cc1 (stereo unspecified) | -4
O=C(c1n[nH]c(=O)c2ccccc12)N1CCN(c2ccccc2)CC1 | -6&5
COc1ccc(-c2cc(C(F)(F)F)n3nc(C(=O)Nc4cc(OC)c(OC)c(OC)c4)c(Cl)c3n2)cc1OC | 7
CN1C(=O)c2ccccc2Sc2ccc(C(=O)O)cc21 | 0
CCO/C=C/C(O)(CNC(=O)COc1ccccc1F)C(F)(F)F (stereo unspecified) | -7
COc1ccc(NC(=O)CNC(=O)Cn2ccc3ccccc3c2=O)cc1Cl | -5
O=[N+]([O-])c1ccc(Cl)c(S(=O)(=O)n2cnc3ccccc32)c1 | 2
COC(=O)c1ccccc1NC1=CC(=NS(=O)(=O)c2ccc(C)cc2)c2ccccc2C1=O | -94
CCOc1ccccc1CNC(=O)C1CCN(c2nc3ccccc3o2)CC1 | -8&-3
CCCC(CCC(=O)Nc1ccc(C(=O)OC)cc1)C(=O)O (stereo unspecified) | -7
CCc1ccc(CNC(=O)c2cc(=O)[nH]c3ccc(S(=O)(=O)N4CCCCC4)cc23)cc1 | 0
Cc1nc2ccccc2n1CC(O)Cn1c(C(F)(F)F)nc2ccccc21 (stereo unspecified) | -7
COc1ccc(C2Oc3ccccc3C3=C2C(c2ccc(OC)c(OC)c2)n2ncnc2N3)cc1Br (stereo unspecified) | 6
CCCn1c(=N)c(C(=O)OCC)cc2c(=O)n3ccccc3nc21 | -24
O=C(NCCC1=CCCCC1)c1ccc(CS(=O)(=O)Cc2ccccc2F)o1 | -40
CCCCCOC(=O)c1ccc(N2C(=O)c3ccccc3C2=O)cc1 | -3
O=C1C2C3C=CC(C3)C2C(=O)N1c1ccc2c(c1)OCO2 (stereo unspecified) | -1
COc1ccc(CCN2C(=O)CC(N3CCN(c4ccc(F)cc4)CC3)C2=O)cc1OC (stereo unspecified) | -2
CCOCCn1c(CN(Cc2ccccc2)Cc2ccccc2)nc2c1c(=O)[nH]c(=O)n2C | -8
O=C(O)c1cc(C(=O)O)cc(N2C(=O)c3cccc4c([N+](=O)[O-])ccc(c34)C2=O)c1 | -8
O=C(NCc1ccccc1)N[C@@H](Cc1c[nH]c2ccccc12)C(=O)O | 2
O=C(CCc1ccccc1)NCc1ccccc1 | -3
Other compounds:
SMILES | 14-3-3 PPI
CCOC(=O)c1ccc2ncc(C(=O)OCC)c(Nc3ccc(F)cc3)c2c1 | -17
O=C(c1ccccc1)N1CCCCC(S(=O)(=O)c2ccccc2)C1=O (stereo unspecified) | 7
CC(C)C(=O)NC1CCCCCC1 | 2
O=c1c2sccc2n(Cc2cc(=O)n3ccccc3n2)c(=O)n1-c1cccc(C(F)(F)F)c1 | -3
Cc1ncc(CSc2nnnn2-c2ccccc2)c(N)n1 | 1
COC(=O)c1ccccc1NC(=O)NCC1CCCO1 (stereo unspecified) | 4
Cc1cc(NCCCN2CCOCC2)n2nc(C)c(-c3ccccc3)c2n1 | -1
Cc1ccccc1CN1CCN(CC(=O)NCc2ccco2)C1=O | -14
CCCCC1CC(C)(c2csc(Nc3ccccc3Cl)n2)OC1=O (stereo unspecified) | 2
Cc1ccc(-c2c3c(=O)n(C)c(=O)n(C)c3cn2C2CCCCC2)cc1 | -3
CCC(=O)c1ccccc1OCCCN1C(=O)NC(C)(C)C1=O | 6
C#CCSc1nnc2n(CC)c(=O)c3c(n12)-c1ccccc1CC31CCCCC1 | -9
O=C(CSc1nnc(-c2cccs2)n1-c1ccccc1)NCc1ccco1 | -7
CC1=CC(C)(C)N(S(=O)(=O)c2ccc(Cl)cc2)c2c(C)cc(C)cc21 | 0
Cn1nnnc1SCC(=O)Nc1ccc(Br)cc1Cl | 1
Cc1ccc(C2=NN(C(=O)CCC(=O)O)C(c3cc4cccc(C)c4nc3Cl)C2)cc1 (stereo unspecified) | -1
Cc1ccc2cc(CN(Cc3ccc4c(c3)OCO4)Cc3nnnn3Cc3ccco3)c(=O)[nH]c2c1 | -10
CCOC(=O)c1c(C)oc2c1c(CN1CCN(C)CC1)c(O)c1ccccc12 | 1
O=C(O)CC1=C(c2cccs2)CCC1=O | -6
CC(C)CCC(O)(CCN1CCCCC1)c1ccccc1 (stereo unspecified) | -2
Cc1[nH]nc(SCC(=O)Nc2cccc(Cl)c2C)c1[N+](=O)[O-] | -50
CC(=O)C(C)Oc1ccc2c3c(c(=O)oc2c1C)CCC3 (stereo unspecified) | -8
CCOC(=O)CNC(=O)CSc1nnnn1-c1ccc(C)c(C)c1 | -7
COc1ccc(N=C2NC(=O)C(CC(=O)Nc3ccc(Br)cc3)S2)cc1 (stereo unspecified) | -7
COc1cc(-c2nnc(NC(=O)c3ccc(S(=O)(=O)N4COCC4(C)C)cc3)o2)cc(OC)c1OC | -13
COC(=O)c1ccc2c(=O)n3c(nc2c1)SC1CS(=O)(=O)CC13 (stereo unspecified) | -3
CC(=O)NC(=O)c1cc2c(ccc3ccccc32)oc1=Nc1ccccc1C | -10
O=C(CSc1nnc(-c2cccnc2)o1)Oc1ccccc1 | -2
CCCOC(=O)c1cc(O)c(O)c(O)c1 | 1
CC(=O)N1CCc2cc(S(=O)(=O)NC(CC(C)C)C(=O)O)ccc21 (stereo unspecified) | -3
COCc1cc(C)nc(SCC(=O)N2CCC(C)CC2)c1C#N | 2
COc1ccc(CCn2c(-c3ccco3)nc3oc4ccccc4c(=O)c3c2=O)cc1 | -6
CC(C)CN(CC(C)C)C(=O)CS(=O)(=O)Cc1ccccc1 | -4
COc1ccc(C2C(C(=O)N3CCOCC3)=C(C)NC3=C2C(=O)CC(C)(C)C3)cc1O (stereo unspecified) | -6
CCCCN(C)Cc1c(C)[nH]c2ccc(C)cc2c1=O | -7
CCCNC(=O)NC1C(NC(=O)NCCC)N(C)C(=O)N1C (stereo unspecified) | -4
O=C1CC(c2ccccc2)CC2=C1C(c1ccccc1OCc1ccccc1)Nc1ccccc1N2 (stereo unspecified) | -2
COc1ccc(Br)cc1C1SCCN1C(=O)c1cc2ccccc2oc1=O (stereo unspecified) | 5
CC(=O)NC1C(=O)N=C(SCC(=O)NC(C)c2ccccc2)NC1=O (stereo unspecified) | -2
CC(C(=O)Nc1ccccn1)N1C(=O)C2C3C=CC(C3)C2C1=O (stereo unspecified) | -1&5
CCc1ccc2[nH]c(C)c(CN3CCOCC3)c(=O)c2c1 | 0
O=S(=O)(c1ccc(C2CCCCC2)cc1)N1CCN(c2ccc(F)cc2)CC1 | -11
COc1ccc2c(=O)c(-c3ccccc3OC)c(C(F)(F)F)oc2c1 | -3
CCCOc1ccc(CCc2n[nH]c(=S)n2-c2ccccc2)cc1 | -6
NC(=O)C1CCN(C(=O)c2ccc3c(=O)n(Cc4ccco4)c(SCc4ccc(F)cc4)nc3c2)CC1 | 0
CC1CC1C(=O)OCC(=O)NCc1ccccc1Cl (stereo unspecified) | -5
CCN(CC)S(=O)(=O)c1ccc2c(c1)nc(CCC(=O)OCC(=O)N1CCc3ccccc31)n2C | -12
O=C1C(Cc2c[nH]c3ccccc23)NC(=S)N1c1ccccc1 (stereo unspecified) | -6
S=c1[nH]c(-c2ccc(Cl)cc2)cn1CCc1ccccc1 | -6
O=C1c2ccccc2C(=O)N1CCC(c1ccc(F)cc1)c1ccco1 (stereo unspecified) | 0
O=C(CSc1nnc(COc2cccc3ccccc23)o1)N1CCN(C(=O)c2ccco2)CC1 | -3
CCC1CCCCN1CC(=O)N1CCCc2c1c(=O)oc1ccc(OCc3ccccc3)cc21 (stereo unspecified) | -8
COc1ccc(C(=O)Nc2cc(C(=O)N3CCC(Cc4ccccc4)CC3)ccc2N2CC3CC(C2)c2cccc(=O)n2C3)cc1 (stereo unspecified) | 2
CCOc1cc2[nH]c(=S)n(Cc3ccc4c(c3)OCO4)c(=O)c2cc1OCC | -7
O=C(NC1CCCCCC1)C1CCC(CNS(=O)(=O)c2cccs2)CC1 (stereo unspecified) | -3
CCOC(=O)c1c(NC(=O)c2noc3c2CC(C(C)(C)C)CC3)sc(C)c1C (stereo unspecified) | -11
CN(C)S(=O)(=O)c1ccc(C(=O)Nc2nnc(-c3ccc(F)cc3)o2)cc1 | -2
c1ccc(C2C3=C(CCCC3)Nc3ncnn32)cc1 (stereo unspecified) | 2&-13
CCCS(=O)(=O)N1CCC(C(=O)NCC2CCCO2)CC1 (stereo unspecified) | -6&-1

In another format: entries from further up
CCC(=O)N1c2ccc(S(=O)(=O)CCC(=O)Nc3nc4ccc(OC)cc4s3)cc2CC1C (stereo unspecified)
  14-3-3 PPI: -14

Cc1ccc(NC(=O)C2CCN(S(=O)(=O)c3cccnc3)CC2)cc1C
  14-3-3 PPI: -2

COC(=O)c1ccc2c(=O)n3c(nc2c1)SC1CS(=O)(=O)CC13 (stereo unspecified)
  14-3-3 PPI: -3

O=c1c2sccc2n(Cc2cc(=O)n3ccccc3n2)c(=O)n1-c1cccc(C(F)(F)F)c1
  14-3-3 PPI: -3

By substructure: the compounds so far containing a Cl atom
SMILES | 14-3-3 PPI
O=C(CCS(=O)(=O)c1cccc2nonc12)Nc1ccccc1Cl | 7
CCOC(=O)c1ccc(N=C2SC(C(=O)Nc3ccccc3Cl)CC(=O)N2C)cc1 (stereo unspecified) | 4
COC(=O)c1cc2ccsc2n1CC(=O)Nc1cc(Cl)ccc1OC | -10
Cc1cc(C)cc(-n2ccnc2SCC(=O)Nc2ccc(C)c(Cl)c2)c1 | -10
COc1ccc(-c2cc(C(F)(F)F)n3nc(C(=O)Nc4cc(OC)c(OC)c(OC)c4)c(Cl)c3n2)cc1OC | 7
COc1ccc(NC(=O)CNC(=O)Cn2ccc3ccccc3c2=O)cc1Cl | -5
O=[N+]([O-])c1ccc(Cl)c(S(=O)(=O)n2cnc3ccccc32)c1 | 2
CCCCC1CC(C)(c2csc(Nc3ccccc3Cl)n2)OC1=O (stereo unspecified) | 2
CC1=CC(C)(C)N(S(=O)(=O)c2ccc(Cl)cc2)c2c(C)cc(C)cc21 | 0
Cn1nnnc1SCC(=O)Nc1ccc(Br)cc1Cl | 1
Cc1ccc(C2=NN(C(=O)CCC(=O)O)C(c3cc4cccc(C)c4nc3Cl)C2)cc1 (stereo unspecified) | -1
Cc1[nH]nc(SCC(=O)Nc2cccc(Cl)c2C)c1[N+](=O)[O-] | -50
CC1CC1C(=O)OCC(=O)NCc1ccccc1Cl (stereo unspecified) | -5
S=c1[nH]c(-c2ccc(Cl)cc2)cn1CCc1ccccc1 | -6

High-throughput results: PubChem, Emory University Molecular Libraries Screening Center
